Screens (PubChem)
Pf growth 96h: P. falciparum growth inhibition at 96 hour, primary screen for plastid delayed-death inhibitors; P. falciparum luciferase reporter growth, 96 h; AID 504834; 6.9% of 320,000 active; Potency, µM (highest dose often 28.7 µM), for inactives: at the highest dose activity change, negative = inhibition, usual class: inhibitors; further: potency means the concentration at half of the fitted maximal effect; on the % scale 0 is the no-effect control and ±100 the full control effect
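Infected RBCs, 2% Hct / 0.05% parasitemia final; luciferase-reporter P. falciparum; cpd 96 h, 37 C, 5% CO2; luciferase detection reagent; luminescence.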
CHX counter: counter-screen hit for Shiga toxin inhibitors, cycloheximide. max response, %. cell reporter, cycloheximide protein synthesis inhibition counterscreen. 12% of 300,000 active; in the data active means max response mostly above about 13%, no sharp cut-off; inactive means mostly below about 14%; further: read at 38.3 µM for the half of the compounds with a filed dose; 0% is about no effect
Sm TGR block: inhibitors of Schistosoma mansoni thioredoxin glutathione reductase; Q962Y6; purified TGR, DTNB reduction, TNB absorbance 405 nm; Potency, µM (top dose mostly 114 µM), for the others: at the highest dose activity change, negative = inhibition, hits mostly inhibitors; 3% of 360,000 active; AID 485364; further: potency means the concentration at half of the fitted maximal effect; on the % scale 0 is the no-effect control and ±100 the full control effect; nearly all actives have a fitted effect of over 60% in size
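First, TGR (20 nM dispensed) and NADPH were mixed with compound. Second, a 15 min room-temperature incubation followed. Third, further NADPH and then DTNB were added to start the reaction. Finally, TNB absorbance was monitored kinetically.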
Shiga inhibitor: blocks Shiga toxin action in Vero cells; inhibition, % at 38.7 µM; AID 2315; 9.2% of 290,000 active; Vero cells, Shiga toxin protein synthesis inhibition reporter; in the data active means inhibition mostly above about 28%, no sharp cut-off; inactive means mostly below about 43%; further: 0% is about no effect
FBPA Giardia inh: blocks Giardia fructose-bisphosphate aldolase activity. A8B2U2. purified Giardia FBPA. Potency, µM (titrated, usually from 59.6 µM), without a hit: at the highest dose activity, negative = inhibition, usual class: inhibitors. 0.71% of 290,000 active. AID 2451; further: potency means the concentration at half of the fitted maximal effect; on the % scale 0 is the no-effect control and ±100 the full control effect; nearly all actives have a fitted effect of over 55% in size
Target sequence (A8B2U2 whole entry, looked up): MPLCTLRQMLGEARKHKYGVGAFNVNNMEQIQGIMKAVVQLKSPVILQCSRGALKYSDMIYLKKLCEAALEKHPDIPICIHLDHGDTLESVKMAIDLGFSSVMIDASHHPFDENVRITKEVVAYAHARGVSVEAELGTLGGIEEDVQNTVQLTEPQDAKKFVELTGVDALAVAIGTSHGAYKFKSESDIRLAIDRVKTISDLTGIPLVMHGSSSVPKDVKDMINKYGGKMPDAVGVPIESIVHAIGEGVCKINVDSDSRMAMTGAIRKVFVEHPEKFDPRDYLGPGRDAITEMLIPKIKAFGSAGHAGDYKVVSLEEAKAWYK
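Giardia FBPA (40 nM reagent) was preincubated 10 min at RT with compound (up to 57.5 uM final), then substrate plus GAPDH/TPI/NAD/arsenate coupling system with diaphorase/resazurin was added; resorufin fluorescence (525/598 nm) was read after 20 min.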
Pf growth 48h: P. falciparum growth inhibition at 48 hours (one generation); P. falciparum luciferase growth in erythrocytes, 48 h; Potency, µM (doses to about 28.7 µM), without a hit: at the top dose activity change, negative = inhibition, actives largely listed as inhibitors; 5.9% of 310,000 active; AID 504832; further: potency means the concentration at half of the fitted maximal effect; on the % scale 0 is the no-effect control and ±100 the full control effect
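Firefly luciferase activity from engineered P. falciparum reports growth; inhibitors lower the luminescent signal. Cultures contained 2% hematocrit erythrocytes at 0.1% final parasitemia.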
* = called active by the depositor; i = inactive; ? = inconclusive; nt = not tested or not shown; & = joins results of further samples; [ ] = another dose, or the depositor's remark. Unless noted, the call rests on the fitted dose curve; in most records, active means well fitted curve in the direction sought with a large enough effect; inconclusive means small, poorly fitted or top-dose-only effect, or another doubt; inactive means no such curve, though single readings can be large; an effect the other way counts as inactive or inconclusive.

Values in the order – Pf growth 96h	CHX counter	Sm TGR block	Shiga inhibitor	FBPA Giardia inh	Pf growth 48h
1. O=C(NCCc1cccs1)C1CC(c2ccccc2[N+](=O)[O-])=NO1 (stereo unspecified)
→ 39%[activator]	16*	11%	74*	6%	18%
2. COc1ccccc1N(CC(=O)NCC(C)C)S(=O)(=O)c1cccs1
→ -20%	-3	-21%	12	4%	-16%
3. COC(=O)c1c(C)nc(C)c(C(=O)OC)c1-c1ccccc1[N+](=O)[O-]
→ nt	-6	nt	1	4%	nt
4. Cc1cccc(NC(=O)NCC(c2cccnc2)N2CCOCC2)c1 (stereo unspecified)
→ ?	1	-4%	-4	-4%	-3%
5. C=CCC(O)[C@H](Cc1cnc2ccccc2c1)[C@H](/C=C/CCCC)c1ccccc1 (stereo partly specified)
→ nt	9	nt	10	-4%	nt
6. Cc1cc(C)n(-c2ccc(NC(=O)C3CCCCN3C(=O)c3ccoc3)cc2)n1 (stereo unspecified)
→ 9.3µM*	12	-27%	-2	nt	-5%
7. CC(C)CC(=O)Nc1nc(=S)ss1
→ nt	8	0%	2	6%	17%
8. O=[N+]([O-])c1cc(/C=N/Nc2nc3ccccc3[nH]2)c(O)cc1O
→ 0%	43*	-14%	104*	?	2.1µM*
9. O=C(c1ccc(NS(=O)(=O)c2ccc3[nH]c(=O)[nH]c3c2)cc1)N1CCN(c2ccccc2O)CC1
→ ?	nt	-33%	nt	nt	3%
10. N#C/C(=C\c1ccc(OC(=O)c2ccccn2)cc1)C(N)=O
→ 31%[activator]	-2	40µM*	30	?	-2%
11. COc1ccccc1N1CCN(C(=O)c2oc3c(c2C)C(=O)CC(C)(C)C3)CC1
→ ?	-4	-12%	20	nt	?
12. CCOc1ccc(S(=O)(=O)NCC(c2ccc3c(c2)OCO3)N2CCN(C)CC2)cc1 (stereo unspecified)
→ 1%	nt	-13%	nt	nt	-29%
13. O=C(NCCc1ccccc1F)c1ccc2c(c1)OCCO2
→ -25%	-13	-10%	-21	-3%	-22%
14. CC(=O)c1cccc(NC(=O)C2CC(=O)N(Cc3ccccc3)C2)c1 (stereo unspecified)
→ 0%	-2	-9%	-5	3%	nt
15. NC(=O)N/N=C/c1coc2ccc(O)cc2c1=O
→ ?	-2	-20%	-2	-20%	?
16. CCN1CCc2c(OCc3ccccc3)cccc2C1=O
→ -2%	11	-8%	14	5%	12%
17. Cc1ccc(NC(=S)N2CCN(c3ccccn3)CC2)cc1C
→ -22%	2	-27%	12	-5%	-4%
18. COc1cccc(CN(C)C(=O)CSCC(=O)Nc2cccc(C)c2)c1OC
→ ?	nt	-4%	nt	nt	?
19. Cc1ccc(C(=O)Nc2nc3n(n2)C(c2ccccc2)CC(=O)N3)cc1 (stereo unspecified)
→ -1%	-2	7%	8	0%	34%[activator]
20. Cn1cc(C(=O)c2cccc(Cl)c2)cc1/C=N\O
→ 28%	33*	-2%	39	3%	77%[activator]
21. Cc1nc(N(C)C)ncc1C(=O)O
→ 30%	-4	0%	-7	-3%	2%
22. COc1ccccc1-c1nnc(SCC(=O)NCc2ccco2)n1N
→ 10%	3	-32%	19	-1%	-5%
23. COc1ccccc1NC(=O)c1ccc2c(c1)CCN2S(C)(=O)=O
→ 9%	2	4%	nt	-7%	-8%
24. CC1(C)C(C=C(Cl)Cl)C1C(=O)N1CCN(Cc2ccccc2)CC1 (stereo unspecified)
→ -2%	-2	-23%	-13	4%	-18%
25. CC(C)(C)c1cc(NC(=O)NN2CCOCC2)nn1-c1c(Cl)cc(Cl)cc1Cl
→ ?	6	28%	-4	-8%	10µM*
26. COc1cccc(CN2CCN(Cc3ccc4c(NC(C)=O)cccc4n3)CC2CCO)c1 (stereo unspecified)
→ -18%	-1	20µM*	-10	-21%	-15%
27. CSc1nc(C)c(Oc2ccccc2)c(=O)n1C
→ 26%	-2	-1%	2	4%	-7%
28. COc1ccc(-c2nnc3n(CCc4ccccc4)c(=O)c4ccccc4n23)cc1OC
→ 12µM*	7	-7%	36	-1%	20%
29. CSCC[C@H](NC(=O)C1CCC(CNC(=O)[C@@H]2CCCN2C(=O)OC(C)(C)C)CC1)C(=O)O (stereo partly specified)
→ 0%	8	0%	-7	0%	14%
30. COc1ccc(C(=O)NC(=S)Nc2cccnc2)cc1Cl
→ -10%	-3	?	-3	10µM*	16%
31. Cc1ccc(NC(=O)c2cccc3c2C(=O)N(C2CCCCC2)C3)c(Cl)c1
→ 4.7µM*	-3	2%	-2	9%	?
32. CCOC(=O)c1c(C)n(C)c2ccc(OCC(O)CN3CCCCCC3)cc12 (stereo unspecified)
→ 8%	-6	0%	-7	-13%	nt
33. COc1ccccc1NC(=O)Cn1cnc2c1c(=O)n(C)c(=O)n2C
→ 65%[activator]	-2	?	-16	6%	48%[activator]
34. Nc1c(C(=O)O)cnc2c(-c3ccc(Cl)cc3)cnn12
→ i	27*	-7%	91	?	124%[activator]
35. COc1ccccc1-c1nc2cc3ccccc3cc2nc1-c1ccccc1
→ ?	14	-15%	38	-30%	?
36. CCOC(=O)N1CCN(C(=O)CNC(=O)c2ccc(Br)o2)CC1
→ -30%	-4	0%	-3	8%	14%
37. CC(C)Sc1nc2c(c(=O)[nH]c(=O)n2C)n1CC(O)COc1ccccc1 (stereo unspecified)
→ 5%	-4	5%	-17	3%	24%
38. COc1ccc(C2C(C(C)=O)=C(O)C(=O)N2CCN(C)C)cc1OC (stereo unspecified)
→ 7%	1	-1%	-20	-7%	0%
39. COc1ccccc1-n1nnnc1SCC(=O)Nc1ccc(C)c(N)c1
→ 0%	1	0%	1	6%	?
40. CC(C)c1nc2c(s1)CCc1onc(-c3cccc([N+](=O)[O-])c3)c1-2
→ 24%	nt	-1%	nt	nt	-26%

Single records, as listed above. Values in the order: Pf growth 96h, CHX counter, Sm TGR block, Shiga inhibitor, FBPA Giardia inh, Pf growth 48h
Profile of CC(C)Sc1nc2c(c(=O)[nH]c(=O)n2C)n1CC(O)COc1ccccc1 (stereo unspecified) : 5%, -4, 5%, -17, 3%, 24%
Profile of COc1ccccc1-n1nnnc1SCC(=O)Nc1ccc(C)c(N)c1 : 0%, 1, 0%, 1, 6%, ?
Profile of COc1ccccc1NC(=O)Cn1cnc2c1c(=O)n(C)c(=O)n2C : 65%[activator], -2, ?, -16, 6%, 48%[activator]
Profile of Cc1ccc(NC(=O)c2cccc3c2C(=O)N(C2CCCCC2)C3)c(Cl)c1 : 4.7µM*, -3, 2%, -2, 9%, ?
Profile of Nc1c(C(=O)O)cnc2c(-c3ccc(Cl)cc3)cnn12 : i, 27*, -7%, 91, ?, 124%[activator]

Next results follow.
Values in the order – Pf growth 96h	CHX counter	Sm TGR block	Shiga inhibitor	FBPA Giardia inh	Pf growth 48h
41. CCOc1ccccc1NC(=O)NC(=O)N(C)S(=O)(=O)c1ccc(C)cc1
→ 20%	-1	11%	-27	-10%	13%
42. CC(=O)N1CCOc2ccc(S(=O)(=O)N3CCC(C(=O)Nc4cc(C)ccc4C)CC3)cc21
→ 41%[activator]	1	-2%	10	3%	?
43. CNc1oc(-c2ccco2)nc1C#N
→ nt	0	-2%	21	-1%	12%
44. O=C(Nc1nncs1)C1CC(=O)N(CCc2ccc(F)cc2)C1 (stereo unspecified)
→ 0%	1	85%[activator]	-4	5%	7%
45. O=C(Nc1cccc2ccccc12)N1CC=CCC1
→ 207%[activator]	-2	-8%	3	-10%	nt
46. N#Cc1c(C(F)(F)F)cc(-c2ccccc2)nc1SCc1nc(N)nc(N2CCOCC2)n1
→ ?	-3	-1%	-4	-2%	?
47. Cc1nc(CS(=O)(=O)c2ccc(Cl)cc2)cc(Sc2ccc(Cl)cc2)n1
→ 2.3µM*	3	6%	0	-2%	3.3µM*
48. CC[C@H](C)[C@@H](NC(=O)O[C@@H]1C(=O)c2cc(Br)ccc2O[C@H]1c1cccc(OC)c1)C(=O)OC
→ 17%	11	-2%	4	-1%&-1%	23%
49. NC(=O)CN1CCN(Cc2ccc3c(c2)OCO3)CC1
→ 12µM*	0	-1%	nt	8%	7%
50. O=C(c1cc(-c2cccs2)on1)N1CCN(C(c2ccccc2)c2ccccc2)CC1
→ 40%[activator]	7	8%	-2	1%	6.6µM*
51. CC(=O)Nc1ccc([As](=O)(O)c2ccc([N+](=O)[O-])cc2)cc1
→ ?	1	?	0	-3%	0%
52. COc1ccc(-n2c(Cn3c(=O)sc4ccccc43)nnc2SCC(N)=O)cc1
→ -24%	-5	-9%	-18	0%	nt
53. COc1cc(CCN2C(=O)N[C@@H](CCc3ccccc3)C(C(C)=O)=C2C)cc(OC)c1OC
→ ?	-2	-17%	-4	1%&1%	?
54. N#Cc1ccc(/C=N/NC(=S)Nc2ccc(S(=O)(=O)N3CCOCC3)cc2)cc1
→ ?	-2	-4%	-4	5%	?
55. CCOc1ccc(-n2c(O)c(C=Nc3ccc(N(CC)CC)cc3)c(=O)[nH]c2=O)cc1
→ -1%	-2	-10%	-9	-10%	?
56. Cc1cc(C)c2cc3c(N)c(C(=O)N4CCc5ccccc5C4)sc3nc2c1
→ ?	-1	-6%	6	2%	?
57. COc1cccc(N/C(SCc2ccccc2F)=C(/C#N)C(=O)NCc2cccs2)c1
→ ?	-3	6%	-3	0%	?
58. O=S(=O)(c1ccccc1)N1CC1c1ccccc1 (stereo unspecified)
→ 11%	47*	-12%	38*	-2%	17%
59. O=C1[C@@H]2C3C=CC(O3)[C@@H]2C(=O)N1c1ccccc1
→ 73%[activator]	nt	?	nt	nt	?
60. CCCCc1ccc(NC(=O)N[C@@H](C)C(=O)O)cc1
→ 37%[activator]	-1	-5%	15	0%	25%
61. O=C(O)c1cccc(CN2C(=O)CSC2=O)c1
→ ?	2	12%	18	3%	32%[activator]
62. CCOC(=O)n1c(=O)n(Cc2ccccc2Cl)c2ccccc21
→ 34%[activator]	-3	3%	20	0%	34%[activator]
63. CCOC(=O)CSc1nnc(CNc2ccc(F)cc2)o1
→ nt	-1	7%	-20	0%	3%
64. c1coc(CNc2nc(N3CCCCC3)nc3ccccc23)c1
→ nt	-1	?	-7	-15%	6.6µM*
65. C=CCn1c(SCC(=O)Nc2ccc3c(c2)OCCO3)nnc1-c1ccccn1
→ 0%	-2	6%	27	4%	9%
66. CCC1(c2ccccc2)NC(=O)N(CC(=O)NCc2ccc(F)cc2)C1=O (stereo unspecified)
→ 37%[activator]	-4	-4%	-5	12%	0%
67. CCN1CCN(C(c2cccc(OC)c2)c2sc3nc(C)nn3c2O)CC1 (stereo unspecified)
→ nt	-4	0%	-6	-1%	-1%
68. O=S(=O)(Nc1nc2c(s1)CCCC2)c1ccc(Br)cc1
→ 15%	6	-15%	0	-1%	17%
69. Cc1cccc(Nc2nnc(SC/C(O)=C(\C#N)c3nc4ccccc4[nH]3)s2)c1
→ ?	14	-2%	14	-10%	?
70. CCN1/C(=C2\C(=O)N(C)C(=S)N2C)C=Cc2cc(OC)ccc21
→ 0%	-2	4%	-17	-9%	15µM*
71. CCOc1cc(N2CCOCC2)c(OCC)cc1NC(=O)c1cc(-c2ccco2)nc2ccccc12
→ -1%	-1	0%	10	?	?
72. Cc1ccc(S(=O)(=O)N2CCCSCC2)cc1
→ nt	-2	11%	20	-2%	-39%
